# Source: PubChem BioAssay
# MT stabilize HCS = microtubule stabilization, imaging screen. HeLa tubulin immunostaining HCS, 24 h; share of cells brighter than vehicle mean+2SD. % tubulin-high responders, % at 10 µM. 200,000 tested, 0.83% active;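 active = plate Z-score above 3 for both tubulin-high and condensed-nucleus cell shares, with cell loss under 80%, at 10 µM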;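 note: anti alpha tubulin signal scored within the nucleus-defined area of each cell; some results filed as inactive read as strong as hits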
# CSM14.1 death rescue = rescue of cells from ER stress-induced death, primary screen, 384-well, CSM14.1, thapsigargin, ATP luminescence (AID 1222). CSM14.1 thapsigargin-induced death rescue, ATP luminescence; higher % means a stronger effect. cellular ATP content (survival), % at 20 µM, or EC50 in µM where a hit was titrated. 190,000 tested, under 10 active;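 active = EC50 below 50 µM in the dose-response confirmation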;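 note: death triggered by thapsigargin at about 15 µM added after 2 h compound pretreatment; cell ATP read after overnight thapsigargin exposure of roughly 18 to 22 hours; normalized against plate controls of thapsigargin alone and 5% DMSO vehicle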
# Yfh1-depleted yeast = mitochondrial function rescue without frataxin homolog – Friedreich's ataxia, plus single-dose screen, dose response (AID 1465) | S. cerevisiae Yfh1-off respiration, WST-1 reduction, 72 h; higher fold induction means a stronger effect | fold induction at 50 µM, or EC50 in µM where a hit was titrated | 220,000 tested, 0.074% active;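 active = fold induction of absorbance versus untreated yeast above a set limit, then at least 30% activation at any dose in follow-up; inconclusive = repeats straddling the limit, or above it without dose testing; inactive = fold induction below the set limit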;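 note: activators that raise dye reduction in frataxin-depleted yeast; strong numbers were not always called active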
# Lipid droplet = hepatic lipid droplet formation modulation | AID 1656 | inhibition, % at 6.5 µM | AML12 mouse hepatocytes, oleate lipid droplets, BODIPY imaging | 240,000 tested, 0.4% active;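 active = lipid droplet intensity inhibited by at least 50%, with more than 500 cells counted; inconclusive = wells with under 300 cells, treated as cytotoxic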
#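 Assay system: AML12 mouse liver cells | Compound: 6.5 µM single-point dosing | Schedule: Overnight exposure | Technique: Fluorescence imaging, 20x objective, two fields per well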
# Autophagy HCS = modulators of autophagy. MEF GFP-LC3 puncta imaging; test concentration mostly 10 µM. calls only at 10 µM (by protocol). 190,000 tested, 0.98% active. AID 463193;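 active = percentage of spot-positive cells more than 3 SD above its plate mean, without a fluorescence outlier flag or 80% toxicity; inconclusive = no clear call, values can overlap the other calls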;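 note: spot-positive cell cutoff set from DMSO-treated cells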
# P. falciparum M1AAP = P. falciparum M1AAP inhibitors, biochemical, fluorogenic H-Leu-NHMec substrate, 1536-well (AID 1445); 220,000 tested, 0.42% active; inhibition, % at 30 µM; hits with a dose series show IC50 in µM; recombinant M1AAP, H-Leu-NHMec fluorogenic kinetic assay; higher % means a stronger effect;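 active = primary inhibition above the hit cutoff, then over 50% inhibition at one or more dose response concentrations, cut at about 23% in these data, passing the limit was not always enough; inconclusive = conflicting primary data, or primary hits not chosen for dose response; inactive = low primary inhibition, or under 50% at every dose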;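 note: plate controls were DMSO full reaction for no effect and no enzyme background for full effect; strong numbers were not always called active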
# Insulin prom up = MIN6 insulin promoter up-regulation | MIN6 insulin promoter-GFP reporter, high-content imaging; hits give high values | z-score at 5 µM | 190,000 tested, 0.3% active | AID 1625;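 active = z-score above 3 at 5 µM with at least 500 cells counted in the well; inconclusive = wells under 500 cells, flagged as cytotoxic or low count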
# Dynein cargo inh = dynein cargo transport inhibition | 3617.4 mouse cells, GR-EGFP nuclear translocation imaging; test concentration mostly 20 µM; stimulated with dexamethasone, 1 µM; hits give low values | z-score, hits read low | 220,000 tested, 0.47% active;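 active = plate z-score of nuclear minus cytoplasmic receptor signal below a set negative limit, without overly bright fluorescence or cell loss, cut at about -3.5 in these data, passing the limit was not always enough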;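 note: z-score of nuclear minus cytoplasmic ring GR-EGFP intensity difference per well; some compounds called inactive have numbers as strong as hits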
#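 medium = tetracycline-free induction medium containing charcoal-stripped FBS | probe or stimulus = dexamethasone, 1.0 µM final | timing = 48 h induction, then 1 h compound, then 30 min agonist, 37 °C | detection = automated 10x imaging of fixed Hoechst-stained cells | read-out basis = nuclear versus cytoplasmic GR-EGFP signal, averaged per well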
# P. falciparum M17LAP = P. falciparum M17LAP inhibitors, primary screen, biochemical, fluorogenic H-Leu-NHMec substrate, 1536-well (AID 1619). recombinant M17LAP, H-Leu-NHMec fluorogenic kinetic assay; higher % means a stronger effect. 220,000 tested, 0.38% active. one-dose inhibition, % at 30 µM; IC50 in µM for titrated hits;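 active = compound inhibiting the enzyme by more than half at any dose during confirmatory dose-response retesting; inconclusive = strong single-dose inhibitors picked by rank but not retested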;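 note: plate controls were full reaction with DMSO carrier for no effect and no enzyme background for full effect; strong numbers were not always called active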
# Dynein cargo inh cytoplasmic EGFP = recorded beside Dynein cargo inh, whose call it bears; z-score; measured here: cytoplasmic GR-EGFP intensity; hits give high values
# Dynein cargo inh nuclear GR-EGFP = second read-out of Dynein cargo inh, no call of its own (marks repeat the call); z-score; measured here: nuclear GR-EGFP intensity;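 lower value marks the stronger effect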
# Dynein cargo inh cell count = second read-out of Dynein cargo inh, no call of its own (marks repeat the call); z-score; measured here: cell count per field
# Insulin prom up cell count = also measured in Insulin prom up; calls as there; cell count; measured here: cytotoxicity, nuclei count;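 total cells summed across four imaged fields per well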
# Lipid droplet cells 6.5 µM = second read-out of Lipid droplet, no call of its own (marks repeat the call); cell count; measured here: cell count, cytotoxicity flag;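 cells counted across two imaged fields per well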
# MT stabilize HCS Hoechst-high % = recorded beside MT stabilize HCS, whose call it bears; % Hoechst-high responders; measured here: nuclear condensation Hoechst responders;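 share of cells brighter than vehicle mean plus two SD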
# MT stabilize HCS cytotoxicity % = recorded beside MT stabilize HCS, whose call it bears; toxicity, %; measured here: cytotoxicity by cell density;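 0% = mean cell density of plate MIN control wells and 100% = no cells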
# Autophagy HCS cell loss 18 h = second read-out of Autophagy HCS, no call of its own (marks repeat the call); toxicity, %; measured here: cell loss, nuclei count;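 cell loss after 18 h compound exposure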
# Numbers without * were called inactive; i = inactive; ? = inconclusive; . = not tested or not shown.
nr	compound	MT stabilize HCS Hoechst-high %	MT stabilize HCS	Dynein cargo inh nuclear GR-EGFP	Dynein cargo inh cell count	P. falciparum M17LAP	Lipid droplet	Autophagy HCS cell loss 18 h	Yfh1-depleted yeast	Insulin prom up cell count	P. falciparum M1AAP	Insulin prom up	MT stabilize HCS cytotoxicity %	Dynein cargo inh cytoplasmic EGFP	Dynein cargo inh	CSM14.1 death rescue	Autophagy HCS	Lipid droplet cells 6.5 µM
1	Cc1nc2ncnn2c(C)c1CCC(=O)N1CCN(Cc2ccccc2)CC1	1.6	2.5	0.23	1.2	-7%	-10	4	i	858	4%	0.77	2.8	-0.25	-0.081	-1.8%	i	683
2	Cc1ccnc2ccc(P(=O)(c3ccccc3)c3ccccc3)cc12	2.1	3.4	0.28	-0.21	3%	-26	-2	i	1516	4%	-0.04	6.5	-0.094	-0.78	0.7%	i	715
3	Cc1cc(NCc2cccnc2)no1	.	.	0.081	0.084	7%	-11	.	i	1486	-2%	0.9	.	-0.25	0.64	.	.	707
4	Cc1cccc(NC(=O)CSc2nnc(-c3ccco3)c(-c3ccco3)n2)c1	1.9	2.5	-0.57	0.37	?	-18	-15	i	1619	?	-0.09	6.1	-0.17	-1.5	9.5%	i	649
5	O=C(O)CCCCCN1C(=O)/C(=C\c2ccncc2)SC1=S	0.9	4.4	1.1	-0.76	37%	-6	12	i	1513	6%	0.01	3.9	-0.25	1.7	-1.5%	i	638
6	O=c1c2c3c(sc2nc(NCCO)n1CCc1ccccc1)CCCCC3	37*	19*	1.2	-1.3	0%	-6	-8	i	1387	2%	-0.66	34*	-0.21	1.9	-2.6%	i	592
7	O=c1[nH]n(-c2ncnc3c2cnn3-c2ccccc2)c(=O)c2ccccc12	1.9	3.9	-0.27	0.56	5%	.	16	i	1262	10%	-1.4	9.4	-0.18	-1.1	2.9%	i	.
8	COc1ccc(CC(=O)OCC(=O)Nc2cccc(Cl)c2)cc1	2.4	1.5	0.00037	-0.12	1%	12	7	i	1360	1%	-0.06	4.0	-0.23	0.26	1.4%	i	626
9	C=C(C)CN1C(=O)C(=O)N(CC(=C)C)C1=O	.	.	0.16	-0.36	-8%	27	.	i	1021	-5%	-0.03	.	-0.23	-0.85	.	.	767
10	CN(C)[C@H]1N(C(=O)c2ccc(Br)cc2)N=C2c3ccccc3S(=O)(=O)N21	2.2	2.3	0.29	-0.94	3%	3	-3	i	.	16%	.	4.9	-0.45	0.45	3.2%	i	762
11	CC1CC(=O)Nc2ccccc2N1S(=O)(=O)c1cccc(Cl)c1 (centres undefined)	2.6	1.2	-0.023	0.61	1%	-1	14	i	1440	-1%	0.24	7.9	-0.21	-0.1	-1.6%	i	582
12	CCCNc1ccc(S(=O)(=O)N(CC)CC)cn1	3.8	1.2	-0.51	0.81	-3%	-2	3	i	1409	5%	0.2	5.5	-0.26	-0.097	-1.2%	i	687
13	CN1CCC(=NNC(=O)CN(c2ccc(Oc3ccccc3)cc2)S(C)(=O)=O)CC1	3.5	2.9	-0.77	0.46	7%	8	-3	i	.	0%	.	5.1	-0.31	-0.85	4.0%	i	588
14	Cc1nn(CCOc2ccc(Br)cc2)c(C)c1[N+](=O)[O-]	3.0	4.1	1.1	0.12	-3%	15	20	i	1261	?	-1.2	0.9	-0.31	1.4	-0.7%	i	657
15	CC(NC(=O)Cn1ncc(Cl)c(Cl)c1=O)C12CC3CC(CC(C3)C1)C2 (centres undefined)	2.5	4.6	-2.3	-0.65	12%	2	63	i	.	5%	.	4.8	1.4	-3.4	-4.3%	i	682
16	CCCc1ccc(OCc2ccccc2)c2c(=O)cc(C(=O)OCC)oc12	.	.	-0.22	0.72	2%	23	.	i	996	5%	0.12	.	0.0096	-0.57	.	.	780
17	CCNS(=O)(=O)c1cc(S(C)(=O)=O)ccc1Cl	2.4	4.4	-0.3	0.016	1%	-4	0	i	1171	2%	0.07	8.1	-0.23	-0.56	0.4%	i	726
18	O=C(NCC1CCCO1)c1ccc2c(c1)N(Cc1ccccc1)C(=O)CS2=O (centres undefined)	3.2	1.7	0.64	-0.048	5%	-2	7	i	1648	0%	-1.9	13	-0.2	1.1	.	i	547
19	Cc1ccc(CCNC(=O)C2CCC(=O)N2C(C)C)cc1 (centres undefined)	2.8	2.8	0.49	0.59	0%	1	10	i	1199	6%	0.32	13	-0.26	0.66	-2.5%	i	728
20	CN(C)/C=C/C(=O)c1cnc2sccn2c1=O	2.2	3.5	0.72	-0.23	24%	19	-1	i	1510	10%	0.12	5.6	-0.35	0.6	-0.5%	i	654
21	C=CCOc1nc2c(c(=O)n(C)c(=O)n2C)n1Cc1ccc(Cl)cc1Cl	1.1	2.0	1	-0.013	7%	-16	1	i	1262	3%	0.68	6.0	-0.13	1.8	-2.5%	i	665
22	CSc1nc2ccc(NS(=O)(=O)c3ccc([N+](=O)[O-])cc3)cc2s1	.	.	-0.08	-0.47	-1%	-10	.	i	1414	9%	0.46	.	-0.2	0.27	.	.	670
23	Cc1ccc(-n2nnnc2SC(C)C(=O)Nc2ccc(Cl)cn2)cc1 (centres undefined)	2.6	2.5	0.31	0.12	-11%	.	14	i	1097	-5%	0.72	2.4	-0.16	-0.78	0.6%	i	.
24	COc1ccc(NC(=O)C2CCCN2C(=O)OCc2ccccc2)cc1 (centres undefined)	.	.	0.54	0.26	11%	-1	.	i	1039	7%	-0.75	.	-0.26	0.071	.	.	617
25	O=C(Nc1ccc2nc3n(c(=O)c2c1)CCCC3)c1cc([N+](=O)[O-])ccc1F	2.8	3.0	-2	0.81	-12%	-2	3	i	1021	2%	0.14	5.8	0.49	-2.9	-1.5%	i	594
26	CCc1ccccc1NC(=O)C1C(c2ccccc2)C1(Cl)Cl (centres undefined)	2.4	2.4	-0.73	0.014	-9%	.	-27	i	.	-1%	.	6.8	-0.22	-0.34	3.7%	i	.
27	C=CCn1c(SCCC)nc2sc3c(c2c1=O)CCc1ccccc1-3	2.2	1.8	-0.0086	0.2	8%	-7	-11	i	1422	-3%	-0.67	1.5	-0.17	0.2	-3.8%	i	628
28	Cc1ccc(Nc2nnc(SC(C)C(=O)Nc3c(C)n(C)n(-c4ccccc4)c3=O)s2)cc1 (centres undefined)	3.5	5.6	-0.28	0.32	3.9µM*	-7	2	i	1419	11%	0.21	8.3	-0.27	-0.23	-1.4%	i	582
29	O=C(COC(=O)c1cc(F)c(F)cc1Cl)NC1CC1	1.8	4.0	0.69	0.21	9%	12	0	i	1337	-3%	-0.14	11	-0.11	1.2	1.9%	i	720
30	Cc1n[nH]c(C)c1SCC(=O)Nc1ccc(F)cc1	1.6	3.1	-0.085	0.97	5%	2	-8	i	1142	9%	0.43	0.3	-0.21	-0.15	0.1%	i	738
31	CCc1cccc(CC)c1NC(=S)NCCc1c(C)[nH]c2ccccc12	2.0	2.4	0.54	0.21	1%	-20	-6	.	1155	0%	-0.87	6.7	-0.21	-0.48	-3.6%	i	730
32	CCOC(=O)C1=C(C)Nc2sc(C(=O)c3ccc(F)cc3)c(N)c2C1c1ccc(C(=O)OC)cc1 (centres undefined)	1.5	2.9	0.22	0.2	8%	4	35	i	1202	2%	-0.99	9.1	-0.18	0.55	1.1%	i	598
33	C=C(C)CNC(=S)Nc1nc2c(cc1C(=O)OCC)CCCC2	2.8	3.3	-0.34	-0.027	-14%	3	4	i	1224	1%	-0.19	2.6	-0.26	-0.26	-1.5%	i	597
34	COc1nc(N/N=C/c2ccc(C)cc2)nc(N2CCCCC2)n1	2.8	2.2	0.58	-1.4	-2%	-6	-1	i	1386	4%	-0.26	5.6	-0.21	0.55	0.5%	i	619
35	CCN(C(=O)COc1cccnc1[N+](=O)[O-])C1CCS(=O)(=O)C1 (centres undefined)	2.2	7.9	0.084	-0.81	16%	13	-5	i	1290	2%	0.53	5.9	-0.21	0.44	-7.0%	i	620
36	COC(=O)COc1ccc(S(=O)(=O)Nc2ccc(NC(C)=O)cc2)cc1	2.7	2.5	-0.18	1.6	2%	-2	1	i	1229	2%	1	26	-0.29	-0.78	2.2%	i	700
37	CNC(=O)c1ncoc1-c1ccc(Cl)cc1	.	.	-0.28	0.2	8%	4	.	i	.	7%	.	.	-0.21	-0.35	.	.	670
38	CCCCOc1ccc(/C=c2\sc3ncnn3c2=O)cc1	1.2	1.7	-0.2	0.32	18%	.	-4	i	1304	2%	0.81	3.4	-0.13	-0.51	0.2%	i	.
39	C=CCOc1cccc(C2c3c(oc4ccc(F)cc4c3=O)C(=O)N2CCCN2CCOCC2)c1 (centres undefined)	.	.	1.1	-1	12%	16	.	i	1147	9%	-0.88	.	-0.77	1.1	.	.	748
